# High-throughput results (PubChem BioAssay)
# Salmonella PhoP GFP – inhibitors of PhoP regulon expression, primary screen, Salmonella Typhimurium, GFP reporter (AID 1863); hit rate 0.16% among 300,000; S. Typhimurium PhoP-regulated promoter GFP reporter, 4 h; higher % means a stronger effect; one-dose inhibition, % at 50 µM; IC50 in µM for titrated hits;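 active = inhibition over 29.93%, a cutoff 3 SD above the screen mean, later confirmed by dose response; inconclusive = inhibition over 29.93% but no dose response follow-up; inactive = inhibition at most 29.93% or unconfirmed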;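 also: 0% = low Mg2+ inducing control and 100% = high Mg2+ repressing control; strong numbers were not always called active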
# T cell modulator – modulators of CD8 T cell-vesicle binding, primary screen, mouse 2C CD8+ T cells, flow cytometry; 2C CD8+ T cell-vesicle binding; stronger effect = lower value; calls only at 7 µM; hit rate 0.068% among 330,000;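 active = response, share of CD8 T cells binding vesicles, and their 90th percentile fluorescence all below set limits, cut at about 80% in these data, passing the limit was not always enough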
#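 Incubation: binding step 1.5 h, 37 °C, antibody labelling 20 min, ice; system: murine 2C transgenic CD8+ T lymphocytes; technique: cytometric PE anti-B7-1 and Alexa647 anti-CD8 signals after 1% paraformaldehyde fixation; also added: QL9-charged Drosophila Ld/ICAM-1/B7-1 vesicles; control set: naked versus QL9-loaded vesicles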
# Lipid droplet – inhibitors of hepatocyte lipid droplet formation, primary screen, imaging, high-throughput imaging, BODIPY stain; AID 1656, 2009; inhibition, % at 6.5 µM; hit rate 0.4% among 240,000; AML12 mouse hepatocytes, oleate lipid droplets;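 active = lipid droplet intensity inhibited by at least 50%, with more than 500 cells counted; inconclusive = wells with under 300 cells, treated as cytotoxic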
#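 Assay system: AML12 hepatocytes (mouse); Probe or stimulus: oleic acid at 100 µM to induce lipid droplet formation; Dosing: compound at 6.5 µM only; Schedule: compound with oleate, overnight; Detection: fluorescence imaging, 20x objective, two fields per well; Measure: % inhibition of lipid droplet signal.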
# Lipid droplet cells 6.5 µM – second read-out of Lipid droplet, no call of its own (marks repeat the call); cell count; measured here: cell count, cytotoxicity flag;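 cells counted across two imaged fields per well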
# T cell modulator vesicle-bound % – also measured in T cell modulator; calls as there; double positive events, %; measured here: CD8+ vesicle-bound cell fraction;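 binding gate set so that unloaded-vesicle control wells show 10% double positive cells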
# Numbers without * were called inactive; i = inactive; ? = inconclusive; / = not tested or not shown. The list is partial; rates above refer to the full screens.
SMILES,Salmonella PhoP GFP,T cell modulator,T cell modulator vesicle-bound %,Lipid droplet,Lipid droplet cells 6.5 µM
COc1cc(C(CC(=O)Nc2ccc(Cl)cn2)N2Cc3ccccc3C2=O)cc(OC)c1OC (stereo not drawn),-2%,i,46,-12,781
CC(CC(=O)Nc1ccc(Br)cc1F)S(=O)(=O)c1ccc2c(c1)NC(=O)CO2 (stereo not drawn),-8%,i,26,14,727
CCc1nnc(NS(=O)(=O)c2ccc(NC(=O)/C=C/C(=O)O)cc2)s1,-2%,i,64,-2,838
c1ccc(-c2cnc(CN3CCN(c4ccccc4)CC3)o2)cc1,0%,i,18,1,808
Cc1[nH]c2ccc(Br)cc2c(=O)c1CN1CCCCCC1,-5%,i,38,-76,529
CCOc1cc(C2NC(=O)NC2=O)ccc1O (stereo not drawn),5%,i,41,-2,723
COc1ccc(N2CCN(C(=O)CN3C(=O)COc4ccccc43)CC2)cc1,8%,i,49,22,843
Cc1cc(=O)oc2cc(NC(=O)Cc3ccccc3[N+](=O)[O-])ccc12,-6%,i,69,4,778
OCc1nc2c(ccc3ccccc32)[nH]1,10%,i,63,-6,763
Cc1noc(C)c1CCC(=O)NC1CCCN(Cc2ccc(Cl)cc2)C1 (stereo not drawn),-1%,i,69,4,679
Cc1ccc(-c2nnc(COC(=O)c3cc(=O)[nH]c4ccccc34)o2)cc1,-1%,i,67,1,859
Cc1ccc(OCc2cc(C(=O)N3CCN(C4CCCC4)CC3)no2)cc1C,9%,i,7,14,876
CCS(=O)(=O)c1ncc(Cl)c(C(=O)Nc2ccc(S(=O)(=O)N3CCCC(C)C3)cc2)n1 (stereo not drawn),-6%,i,34,19,773
CCOc1ccccc1N(CC(=O)NCc1ccncc1)S(=O)(=O)c1ccccc1,-2%,i,4,-2,794
O=C(CC1S/C(=N/N=C2CCCCCC2)NC1=O)Nc1ccccc1C(F)(F)F (stereo not drawn),4%,i,22,16,824
CN(C)c1ccc(/C=N/n2c(C3CCCCC3)n[nH]c2=S)cc1,5%,i,15,5,808
CN(C)C(=O)CCC(=O)N(C)CC1CCCN(CCc2ccc(F)cc2)C1 (stereo not drawn),1%,i,55,-1,796
C=Cc1cccc(NC(=O)c2ccc(NC(=O)c3ccco3)cc2)c1,-4%,i,14,3,799
Cc1oc2c(cc(NS(=O)(=O)c3ccc(C(C)C)cc3)c3ccccc32)c1C(=O)O,-33%,i,23,6,748
Nc1c(-c2ccccc2)cnn1-c1ccccc1,0%,i,59,6,800

# The final 4 entries of the section before open the next one:
SMILES,Salmonella PhoP GFP,T cell modulator,T cell modulator vesicle-bound %,Lipid droplet,Lipid droplet cells 6.5 µM
CN(C)C(=O)CCC(=O)N(C)CC1CCCN(CCc2ccc(F)cc2)C1 (stereo not drawn),1%,i,55,-1,796
C=Cc1cccc(NC(=O)c2ccc(NC(=O)c3ccco3)cc2)c1,-4%,i,14,3,799
Cc1oc2c(cc(NS(=O)(=O)c3ccc(C(C)C)cc3)c3ccccc32)c1C(=O)O,-33%,i,23,6,748
Nc1c(-c2ccccc2)cnn1-c1ccccc1,0%,i,59,6,800
CCOc1cc(/C=N/NC(=O)CN2CCCCC2)ccc1O,5%,i,51,-11,796
Cc1ccccc1NC(=O)C1CCN(C(=O)NC2CCCCC2)CC1,10%,i,22,15,581
Cc1cc(C)cc(OCC(=O)N(Cc2ccccc2)C2CCS(=O)(=O)C2)c1 (stereo not drawn),-6%,i,20,-2,812
CC1CCN(C(=O)c2ccccc2NC(=O)Nc2ccccc2)CC1,4%,i,62,-17,693
C/C(=N\Nc1ccc([N+](=O)[O-])cc1[N+](=O)[O-])c1cccnc1,-7%,i,24,-6,808
CC(=O)N1CCC(C(=O)N2CCN(S(=O)(=O)c3ccc(Cl)s3)CC2)CC1,-4%,i,61,16,680
COc1ccc(/C=N/Nc2cc(C)nc3c(C)cccc23)cc1,81µM*,i,31,6,802
Cc1cccc(C(=O)NC2CC3CCCC(C2)N3C(=O)Nc2ccccc2)c1 (stereo not drawn),-3%,i,33,-1,794
CC(=O)c1c(C)[nH]c(C(=O)Nc2ccccn2)c1C,-4%,i,22,9,809
O=C(O)c1ccccc1C(=O)NCc1ccc2c(c1)OCO2,-1%,i,31,16,801
CCOc1ccc(NCc2cccn2-c2nnc(N3CCC(C(=O)NCCCN4CCCCC4CC)CC3)s2)cc1 (stereo not drawn),4%,i,65,-22,687
O=C(NNC(=O)C1CC1)c1cccc([N+](=O)[O-])c1,1%,i,31,16,718
O=C(Cc1ccc(N2CCNC2=O)cc1)N1CCCC(Nc2cccc(F)c2)C1 (stereo not drawn),3%,i,42,-56,434
Cc1ccc(S(=O)(=O)Nc2c(C)n(C)n(-c3ccccc3)c2=O)c(C)c1,-2%,i,57,-9,816
COc1ccc(CN(C(=O)c2ccco2)C2CCS(=O)(=O)C2)cc1 (stereo not drawn),-2%,i,61,-12,792
COc1ccc(NC(=O)C2CCCN(S(=O)(=O)c3ccc(Cl)cc3)C2)cc1OC (stereo not drawn),-7%,i,9,7,714
O=C(OCC(=O)N1CCCC1)c1cc([N+](=O)[O-])ccc1Cl,3%,i,28,-2,834
CCOc1ccc(CC(=O)NC2CCN(Cc3ccccc3)CC2)cc1,2%,i,9,1,816
CC(=O)Nc1ccc2nc(NC(=O)c3ccco3)sc2c1,2%,i,53,0,783
O=C(Cn1ncc2c3ccccc3n(Cc3ccccc3)c2c1=O)NCCCN1CCCC1=O,-11%,i,16,-19,672
CN1CCN(c2ccc(CNS(=O)(=O)c3ccc(F)cc3Cl)cc2)CC1,-2%,i,33,-8,766
COc1cccc(-n2nnnc2SCC(=O)NC2CCCCC2)c1,4%,i,16,-8,824
CC(C)(C)c1ccc(C(=O)N2CCNC(=O)C2CC(=O)Nc2ccc(F)cc2)cc1 (stereo not drawn),-6%,i,16,0,830
Cc1c(NC(=O)Nc2ccc(C(C)(C)C)cc2)c(=O)n(-c2ccccc2)n1C,-8%,i,22,10,681
CC(=O)NCCNc1nc2c(-c3cccc(C)c3)nnn2c2ccccc12,-6%,i,33,-4,680
COc1cccc(/C=N/Nc2ccc([N+](=O)[O-])cc2)c1O,8%,i,60,6,818
COc1cc(CCC(=O)OCC(=O)Nc2ccc(Br)cc2F)cc(OC)c1OC,5%,i,31,-5,873
O=C(Nc1cccnc1)c1ccc2ccccc2c1O,9%,i,48,0,837
CC1CCCC(C)N1C(=O)c1ccc2c(c1)S(=O)(=O)c1ccccc1C2=O (stereo not drawn),5%,i,26,11,777
Cc1ccc(C)c(C(C)NC(=S)NCc2ccc(F)cc2)c1 (stereo not drawn),11%,i,46,-13,849
N#C/C=C/C(=C\Nc1ccc(Cl)cc1)S(=O)(=O)c1ccccc1,-7%,i,54,-5,422
COc1ccc(NC(=O)CNC(c2ccccc2)c2ccccc2)cc1Cl,7%,i,27,-22,813
COc1nc(N)nc2nc[nH]c12,9%,i,15,-9,783
COc1cccc(OC)c1C(=O)Nc1ccc(C(=O)NCc2ccccc2)cc1,4%,i,23,0,841
CCOc1ccc(OCCN2C(=O)c3ccccc3C2=O)cc1,-3%,i,68,-2,627
O=C(Cn1nc(-c2ccccc2)c2ccccc2c1=O)NCCO,9%,i,34,-1,858
COc1ccc(-c2ccc(SCC(=O)N3CC(=O)Nc4ccccc43)nn2)cc1,8%,i,42,-28,775
CCOC(=O)c1c(C)[nH]c(C)c1S(=O)(=O)N(C)CC(=O)Nc1cc(C)ccc1OC,-7%,i,32,-1,628
COC(=O)CC1C(=O)NCCN1C(=O)c1cc([N+](=O)[O-])ccc1Cl (stereo not drawn),-3%,i,58,5,874
O=C(NCCCN1CCCC1=O)Nc1cc(Cl)ccc1Cl,-2%,i,7,3,857

# Ordered by count of non-hydrogen atoms (lowest first): some entries from above.
SMILES,Salmonella PhoP GFP,T cell modulator,T cell modulator vesicle-bound %,Lipid droplet,Lipid droplet cells 6.5 µM
COc1nc(N)nc2nc[nH]c12,9%,i,15,-9,783
O=C(NCCCN1CCCC1=O)Nc1cc(Cl)ccc1Cl,-2%,i,7,3,857
Cc1ccc(C)c(C(C)NC(=S)NCc2ccc(F)cc2)c1 (stereo not drawn),11%,i,46,-13,849
COc1cccc(-n2nnnc2SCC(=O)NC2CCCCC2)c1,4%,i,16,-8,824
CC1CCCC(C)N1C(=O)c1ccc2c(c1)S(=O)(=O)c1ccccc1C2=O (stereo not drawn),5%,i,26,11,777

# Other entries follow:
SMILES,Salmonella PhoP GFP,T cell modulator,T cell modulator vesicle-bound %,Lipid droplet,Lipid droplet cells 6.5 µM
O=C(CCn1nnc2ccccc21)OCC(=O)c1ccc([N+](=O)[O-])cc1,2%,i,30,5,751
CC(=O)c1ccc(NC(=O)Nc2cccc3ccccc23)cc1,-3%,i,12,17,715
COc1ccc(S(=O)(=O)/C(C#N)=C/Nc2ccccc2F)cc1,-1%,i,63,-7,823
CC(=O)Nc1cccc(CCc2nc3ccccc3[nH]2)c1,-3%,i,67,2,826
Cc1ccnc(NC(=O)c2ccc(COc3c(F)c(F)cc(F)c3F)o2)c1,-16%,i,54,10,859
Cc1cc(C)n2nc(-c3ccccc3)c(-c3ccccc3)c2n1,-2%,i,64,0,758
COc1ccc([N+](=O)[O-])cc1Nc1c2ccccc2nc2ccccc12,13%,i,47,-129,445
CCc1ccc(-c2cc(C)no2)cc1S(=O)(=O)N1CCN(c2ccc(C(C)=O)cc2)CC1,1%,i,34,-17,638
CC1=NOC(=O)/C1=C/c1ccc(O)c(Cl)c1,12%,i,27,-1,402
O=C(NCc1ccccc1)c1onc(CSc2nc3ccccc3[nH]2)c1C(=O)NCc1ccccc1,5%,i,10,-3,744
C=CCNC(=O)c1ccc(N(Cc2ccc(Cl)cc2)S(C)(=O)=O)cc1,-2%,i,55,-7,787
CC1=C(C(=O)Nc2ccc(Cl)cc2C(=O)N2CCC(C(N)=O)CC2)SCCO1,-2%,i,48,8,644
Cc1ccc(OCC(=O)NCCNC(=O)c2cnccn2)cc1,-7%,i,28,-6,812
O=[N+]([O-])c1cccc(Oc2cnccn2)c1,4%,i,38,?,/
COc1cc(/C=C2\C(=N)N3N=C(S(C)(=O)=O)SC3=NC2=O)ccc1OCCOc1ccc(C)cc1,21%,i,13,8,809
O=C(Nc1ccccc1)Nc1cccc(-c2nnco2)c1,16%,i,26,-10,836
CSc1ccccc1OCc1cc(C(=O)N(C)Cc2cnccn2)no1,-5%,i,8,-13,732
Cc1cc(NC(=O)Cn2nnc(-c3ccccc3NC(=O)c3ccccc3F)n2)no1,2%,i,25,2,843
O=C(CSc1ccccc1)Nc1ccc2c(c1)C(=O)NC2=O,3%,i,53,-2,749
O=C1NC2(CCCCCC2)C(=O)N1Cc1ccc(Br)cc1,1%,i,25,-1,824
O=C1OCc2ccc(NC(=O)c3c(F)cccc3Cl)cc21,-6%,i,14,0,830
Cc1cccc(OCC(=O)NCCCNC(=O)c2ccco2)c1,2%,i,5,15,809
CCOc1ccc(NC(=O)c2cc3ccccc3cc2OC)cc1,3%,i,44,1,776
CC(=O)N1CCN(c2ccc(NCc3cccc4ccccc34)cc2)CC1,9%,i,49,-9,801
Cc1cccc(NC(=O)NCc2cccnc2)c1C,1%,i,62,4,691
CC(=O)c1ccc(Nc2nc(-c3cccnc3)cs2)cc1,-6%,i,60,-8,726
Cc1cccnc1NC(=O)CCn1c(=O)oc2ccccc21,-2%,i,23,-2,717
O=C(Nc1c(C(=O)N2CCN(c3ccccn3)CC2)oc2ccccc12)c1cccc([N+](=O)[O-])c1,4%,i,56,21,759
COC(=O)C(C(=O)OC)C(CC(=O)c1ccc(C)cc1)c1cc(OC)c(OC)c(OC)c1 (stereo not drawn),6%,i,19,-4,723
COc1ccc(CNC(=O)c2sccc2-c2ccccc2)cc1OC,-3%,i,56,-6,693
Cn1c(CC(=O)NN)c(Sc2ccccc2)c2ccccc21,11%,i,24,-13,783
CCN(CC)S(=O)(=O)c1ccc(OC)c(NC(=O)CCS(=O)(=O)Cc2ccccc2)c1,-2%,i,63,1,860
Cc1nc(N2CCN(c3ccccc3O)CC2)c2c(-c3ccccc3)csc2n1,1%,i,21,-12,810
Cc1cc2c(=O)n(C)c(SCC(=O)Nc3cccc(F)c3)nc2s1,-6%,i,38,-15,783
CN1CCN(C(=O)c2ccc(COc3cc(Cl)ccc3Cl)o2)CC1,-2%,i,41,-8,753
